TbREL1 inh: TbREL1 inhibition, primary screen | TbREL1 RNA ligation, FRET fluorescence | inhibition, % at 9.66 µM | hit rate 0.49% among 89,000 | AID 1117264;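 active = inhibition above the mean inhibition across all screened compounds plus 3 SD, cut at about 11% in these data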;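 also: 0% = plate median of test wells and 100% = NSC42067 control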
Target sequence (P86926 whole entry, looked up): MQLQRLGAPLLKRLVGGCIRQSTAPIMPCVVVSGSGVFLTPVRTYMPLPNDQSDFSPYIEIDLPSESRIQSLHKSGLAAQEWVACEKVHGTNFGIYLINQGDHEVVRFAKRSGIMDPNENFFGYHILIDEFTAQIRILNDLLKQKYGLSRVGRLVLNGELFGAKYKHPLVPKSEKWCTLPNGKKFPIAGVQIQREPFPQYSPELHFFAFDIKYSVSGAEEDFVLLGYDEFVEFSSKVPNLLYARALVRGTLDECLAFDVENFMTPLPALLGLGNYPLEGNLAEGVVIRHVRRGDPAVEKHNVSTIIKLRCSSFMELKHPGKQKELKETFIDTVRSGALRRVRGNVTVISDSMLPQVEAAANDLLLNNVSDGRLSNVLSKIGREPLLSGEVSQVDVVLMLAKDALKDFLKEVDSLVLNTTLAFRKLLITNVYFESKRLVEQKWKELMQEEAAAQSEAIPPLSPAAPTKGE
* hit, by the source's call.

compound | TbREL1 inh
Cn1c(SCC(=O)O)nnc1-c1cccc(NC(=O)c2cccc3ccccc23)c1 | -7
Cc1ccc(-c2nn(C)c(=O)c3ccccc23)cc1CNC(=O)CSc1nc2ccccc2o1 | -2
CN1C(C(=O)NCc2cccc(Br)c2)CC2Cn3c(nc4cc(Cl)c(Cl)cc43)C21 (stereo not given) | -2
COc1ccc(NC(=S)N(CCCN2CCCC2)Cc2cccs2)cc1 | -3
CC(=O)N1CCOc2ccc(S(=O)(=O)NC[C@H]3O[C@@H](n4ccc(=O)[nH]c4=O)[C@H](O)[C@@H]3O)cc21 | 2
Cc1cc(C(=O)CN(Cc2ccc(F)cc2)S(=O)(=O)c2ccc3c(c2)OCCO3)c(C)n1C | -4
CCc1ccccc1NC(=O)C1NC(=O)CC1c1ccccc1 (stereo not given) | 0
CC1Cc2ccccc2N1CC(=O)Nc1ccc(Cl)c(S(=O)(=O)N(C)C)c1 (stereo not given) | -3
CN1CCN(c2oc(-c3ccco3)nc2S(=O)(=O)c2ccccc2)CC1 | 7
Cc1ccc(C(=O)NCCN2CCNC2=O)cc1 | -1
COc1ccc(C(=O)/C=C/c2ccc(O)cc2)c(O)c1CC=C(C)C | 1
CCOC(=O)C1CCCN(S(=O)(=O)c2cc3c(cc2Br)CCN3C(=O)CC)C1 (stereo not given) | -3
CC1Cc2cc(S(=O)(=O)NCCC(=O)NCc3ccc(F)cc3)ccc2N1C(=O)C1CC1 (stereo not given) | 0
CC(C)[C@H](NC(=O)C1CCN(S(=O)(=O)c2ccc(F)cc2)CC1)C(=O)N1CCCCCC1 | -3
COc1cc(C2C(C(=O)c3ccc(C)o3)=C(O)C(=O)N2Cc2ccccc2)ccc1O (stereo not given) | -4
CC(=O)N(Cc1cccs1)Cc1cc2ccc(C)c(C)c2nc1Cl | -4
Cc1ccc(NC(=O)Cn2nnc(-c3ccccc3F)n2)c(C)c1 | 3
CCCCC/C=C/C1=CC(=O)C[C@H](c2ccc3c(c2)OCO3)C1 | 1
Cc1ccsc1/C=C1\SC(N2CCOCC2)=NC1=O | -1
O=C(Cc1ccccc1)N/N=C/c1cc(Br)cc(Cl)c1O | 6
COc1cc(OC)cc(C(=O)NC(=S)Nc2cccnc2)c1 | -1
O=C(NCCCCc1ccccc1)C12CN(Cc3ccccc3)CC1C(c1cccc([N+](=O)[O-])c1)=NO2 (stereo not given) | -2
CC(C)SCCCOc1ccc(C(C)(C)C)cc1 | 8
CCOC(=O)C1CCCN(S(=O)(=O)CCNC(=O)c2cccc(OC)c2)C1 (stereo not given) | 0
COc1ccc(-c2cn(Cc3ccc(C)cc3)nn2)cc1 | -1
CC(C)C(NC(=O)c1c(F)cccc1F)C(=O)NCC(c1ccccc1)N(C)C (stereo not given) | -1
O=C(O)c1cccc(NS(=O)(=O)c2ccc(S(=O)(=O)N3CCOCC3)cc2)c1 | 9
CC1(C(=O)Oc2ccccc2)Cc2ccccc2C(=O)O1 (stereo not given) | 2
CC1CCC2(CC1)CCC2NCc1ccc(Br)cc1 (stereo not given) | 0
CC(C)c1nnc(NC(=O)C2CCN(c3nc4ccccc4s3)CC2)s1 | -1
CC(C)(CNC(=O)c1cc2c(s1)CCCC2)N1CCOCC1 | -1
O=C(CSc1nnc(-c2ccccn2)n1Cc1ccco1)Nc1ccc2c(c1)OCO2 | -1
NC(c1csc(Nc2cc(NCCCO)ncn2)n1)c1ccccc1Cl (stereo not given) | 1
O=C(COc1cc(O)c2c(=O)cc(-c3ccccc3)oc2c1)c1ccccc1 | 0
COC(=O)c1sccc1-c1ccc(C(=O)Nc2ccccc2)o1 | 2
Cc1nc(C)c(-c2ccnc(/N=C/NO)n2)s1 | -2
O=C(Nc1cccc(Oc2ccc3c(c2)C(=O)NC3=O)c1)c1ccco1 | -2
C=CCNC(=S)NN(c1ccccc1)c1ccccc1 | -5
CC(C)OC(=O)NC(c1ccccc1)C(Cl)(Cl)Cl (stereo not given) | 1
CCCCN1CC[C@@H]2C=CC[C@H](C(=O)OC)[C@@H]2C1=O | -3
Cc1cc(=O)[nH]c(SCC(=O)N2CCCC2)n1 | 8
COCCn1c(C)cc(/C=C(\C#N)C(=O)OC(C)C(=O)Nc2ccc(NC(C)=O)cc2)c1C (stereo not given) | -3
O=C(Cc1cccs1)N1CCN(S(=O)(=O)c2ccc(F)cc2)CC1 | -3
CCOC(=O)[C@]12CCC=C1N(Cc1ccccc1)C(=O)[C@H](CC(=O)NCc1ccc(C)o1)C2 | 1
CCCOc1ccc(CCN2CCC(=O)NC2=O)cc1C | -2
CCCOc1ccc(C2C(C(=O)c3cc4ccccc4o3)=C(O)C(=O)N2c2cc(C)on2)cc1OC (stereo not given) | -2
O=C(NC(Cc1ccccc1)c1ccc2c(c1)OCCCO2)c1ccccc1 (stereo not given) | 2
Cc1ccc(NC(=O)c2oc3ccc(S(=O)(=O)N4CCC5(CC4)OCCO5)cc3c2C)cc1C | -1
OCC[C@H]1C[C@H](O)[C@@H](O)[C@@]2(CCCCO2)O1 | -2
COc1ccccc1S(=O)(=O)Cc1ccc(C(=O)NC(C)c2ccc3c(c2)OCCO3)o1 (stereo not given) | 9
Cc1ccc(NS(=O)(=O)c2cccc(C(=O)N3CCCCCCC3)c2)cc1 | 4
Cc1ccc(CCNC(=O)C2CCN(S(=O)(=O)c3ccc4c(c3)NC(=O)CO4)CC2)cc1 | 1
CC(=O)Nc1ccc(S(=O)(=O)NCCC(=O)OCC(=O)c2ccc(F)c(F)c2)cc1 | 1
CN(C)CCN(C(=O)c1ccc2c(c1)CCCC2)c1nc2c(F)cccc2s1 | 2
CC1CCN(C(=O)Cn2cc(C#N)c3ccccc32)CC1 | -2
CCn1ncc(Cl)c1C(=O)NC(=S)Nc1c(C)cc(C)cc1[N+](=O)[O-] | -5

Carrying on.
compound | TbREL1 inh
COc1cccc(C2CC(c3ccc(Cl)cc3)Nc3nc(N)nn32)c1 (stereo not given) | -5
O=C(NCC(=O)N1CCN(C(=O)c2ccccc2)CC1)c1ccccc1 | 4
CC(C)(C)NC(=O)NC(=O)COC(=O)c1cccc(S(=O)(=O)N2CCCCC2)c1 | 0
COc1ccc(Cl)cc1NC(=O)CN(C)C(=O)CCSc1ccc(C)cc1 | 0
O/N=C/c1ccc(OCc2ccccc2F)c(Cl)c1 | 3
CCn1c(SCC(=O)Nc2ccc3c(c2)OCO3)nnc1-c1cnccn1 | 3
OCCN1CCN(C(=S)c2ccc(Br)cc2)CC1 | 0
CCC/C(=N\NC(=O)CNC(=O)c1ccc(Cl)cc1)c1ccccc1 | -1
CN(C)C(=O)c1ccc(NC(=O)c2ccc(-c3ccc(Cl)cc3)o2)cc1 | -5
COc1ccc(C2=CC(=O)CC(C)(C)C2)cc1 | -1
COc1cccc(Nc2nc(-c3ccc4c(c3)OCCO4)cs2)c1 | 3
COc1ccc(F)cc1S(=O)(=O)N1CCC2(CC1)OCCN2S(=O)(=O)c1cccs1 | 0
COc1ccc(NC(=O)COC(=O)c2ncc(Cl)c(Cl)c2Cl)c(OC)c1 | -1
CC(=O)Nc1ccc(SCC(=O)c2c(N)n(Cc3ccccc3)c(=O)n(C)c2=O)cc1 | 9
O=C(CSc1nnc(CNC(=O)c2ccccc2)o1)NCc1ccc(F)cc1 | 0
N#Cc1ccccc1NC(=O)COC(=O)c1ccc(F)cc1F | -1
CCOc1ccc(N2C(=O)CC(SC(=NC)Nc3ccc4c(c3)OCO4)C2=O)cc1 (stereo not given) | 2
Cc1ccccc1N(C(=O)c1csnn1)C(C(=O)NC1CCCCC1)c1ccncc1 (stereo not given) | 1
CCCC(=O)Nc1ccc(Cl)c(NC(=O)C(C)(C)C)c1 | 3
Cc1ccc(N/N=C(\C#N)C(N)=S)cc1C | 2
COc1ccc(CN(CCN2CCOCC2)C(=O)c2cc(F)cc(F)c2)cc1OC | 0
O=C(CSc1nnc(-c2ccncc2)o1)Nc1cccc(F)c1 | 1
O=C(O)c1cccc(-c2noc(-c3cccc(Cl)c3)n2)c1 | 1
NS(=O)(=O)c1ccc(NC(=O)/C=C/c2cn(-c3ccccc3)nc2-c2cccc(Cl)c2)cc1 | 2

By substructure: those above containing two or more sulfur atoms (six)
compound | TbREL1 inh
COc1ccc(NC(=S)N(CCCN2CCCC2)Cc2cccs2)cc1 | -3
Cc1ccsc1/C=C1\SC(N2CCOCC2)=NC1=O | -1
O=C(O)c1cccc(NS(=O)(=O)c2ccc(S(=O)(=O)N3CCOCC3)cc2)c1 | 9
CC(C)c1nnc(NC(=O)C2CCN(c3nc4ccccc4s3)CC2)s1 | -1
O=C(Cc1cccs1)N1CCN(S(=O)(=O)c2ccc(F)cc2)CC1 | -3
COc1ccc(F)cc1S(=O)(=O)N1CCC2(CC1)OCCN2S(=O)(=O)c1cccs1 | 0

(more compounds)
compound | TbREL1 inh
CC(C)Oc1ccc2nnnn2n1 | 0
CCCCN1CC(=O)N2[C@H]3c4cc(Cl)ccc4OC[C@@H]3[C@H](C(=O)OCC)[C@]2(C)C1=O | 0
N=C1/C(=C\c2ccc(-c3cccc(C(=O)O)c3)o2)C(=O)N=C2SC=C(c3ccccc3)N12 | 11
CNC(=O)[C@@H](NC(=O)[C@H](CC(C)C)[C@H](O)C(=O)NO)C(C)(C)C | 0
COC(=O)c1ccccc1NC(=O)Cn1c(=O)n(Cc2ccccc2)c(=O)c2c(C)c(C)sc21 | 3
Cc1c(C(=O)N2c3ccccc3Sc3ccccc32)cccc1[N+](=O)[O-] | 1
CCN1CCN(CC(=O)Nc2sc3c(c2C#N)CCC(C)C3)CC1 (stereo not given) | -4
CCOC(=O)N1CCN(C(=O)C[C@@H]2C[C@@]3(C(=O)OC)CCCCC=C3N(Cc3cccc4ccccc34)C2=O)CC1 | -1
CCSc1nnc(Cc2cc(=O)[nH]c(=O)[nH]2)n1-c1cc(C)ccc1C | -2
CC(C(=O)Nc1ccc(Cl)cc1)N1C(=O)NC2(CCCC2)C1=O (stereo not given) | 0
CCCCc1c(O)nc(N2CCN(Cc3ccccc3)CC2)[nH]c1=O | -7
O=C1c2ccccc2C(=O)N1CCC#C/C=C1\c2ccccc2C(=O)N1c1ccccc1 | -1
CCOC(=O)c1ccc(NC(=O)c2nc[nH]c2C(=O)N2CCN(C(=O)OC(C)(C)C)CC2)cc1 | -3
CC(C)NC(=O)c1cccc(C(F)(F)F)c1 | -3
CCOC(=O)c1ccc(-c2ccc(N3C(c4ccsc4)=Cc4ccc(F)cc4C3c3c[nH]c4ccc(C#N)cc34)cc2)cc1F (stereo not given) | 3
Cc1ccc(C(C)(C)C)c(OCCCCN2CCCC2)c1 | 4
O=C(CN1C(=O)NC2(CCCCCC2)C1=O)NCCc1ccc(F)cc1 | 1
Cc1ccc(S(=O)(=O)Nc2ccc(N3CCN(C)CC3)nc2)cc1 | -3
Cc1cc(C)n(-c2nc(-c3ccccc3)cs2)n1 | 1
Cc1ccc(N(Cc2cc3ccccc3[nH]c2=O)C(=O)c2cccs2)cc1 | 4
C/C(=N\NC(=O)CCc1c(C)n[nH]c1C)c1ccc([N+](=O)[O-])cc1 | 2
Clc1ccc(-c2cc(C3CCNCC3)[nH]n2)c(Cl)c1 | -3
Cc1oc2c(c1C(=O)NCCO)CCCC2 | 3
Cc1oc(-c2ccccc2F)nc1CSCC(=O)NC1CCC(C)CC1 (stereo not given) | -2

Brought forward from above: 3 compounds, followed by the next part.
compound | TbREL1 inh
Clc1ccc(-c2cc(C3CCNCC3)[nH]n2)c(Cl)c1 | -3
Cc1oc2c(c1C(=O)NCCO)CCCC2 | 3
Cc1oc(-c2ccccc2F)nc1CSCC(=O)NC1CCC(C)CC1 (stereo not given) | -2
Cc1cc(C)c(C(=O)O)c(Cl)n1 | 0
CCOc1ccc2nc(-c3ccccc3)nc(SCC(=O)Nc3ncc(C)s3)c2c1 | 0
CCOc1cc(/C=C(/C#N)c2nc3ccccc3[nH]2)ccc1OCc1ccc(C(=O)O)o1 | 6
CC(=O)N1CCc2cc(S(=O)(=O)NCCC(=O)NCc3ccccc3)ccc21 | -2
Cc1cc(NC(=O)CSc2nnc(NCc3ccccc3)s2)no1 | -3
Cc1cc(C(=O)N/N=C/c2ccccc2[N+](=O)[O-])c(C)o1 | 1
O=C1N[C@@H](Cc2ccccc2)C(=O)N2[C@@H]3N(S(=O)(=O)c4ccccc4)c4ccccc4[C@]3(Br)C[C@@H]12 | -1
O=S(=O)(c1ccccc1)N(CC(O)COc1ccccc1)c1ccccc1 (stereo not given) | -3
COc1ccc(/C(N)=N/OC(=O)CSc2ccccc2)cc1 | 0
O=C(NC1CCCC1)c1cc(-c2ccccc2)on1 | 4
COc1ccc(-c2cc(CNS(=O)(=O)c3ccc(NC(C)=O)cc3)on2)cc1 | 0
CS(=O)(=O)N(CC(=O)N1CCN(Cc2ccc3c(c2)OCO3)CC1)c1ccc2c(c1)OCO2 | 0
COc1cc2nc(CN(C)Cc3ccc(C(C)(C)C)cc3)[nH]c(=O)c2cc1OC | -1
CCOC(=O)c1csc(NC(=O)C2CCCN(S(=O)(=O)c3ccc(C)cc3)C2)n1 (stereo not given) | -3
Cc1nc2ccccn2c1P(=O)(c1ccccc1)c1ccccc1 | -3
COc1cc(/C(C)=N/NC(=O)CSc2nnc(C)s2)ccc1O | -3
CCc1ccccc1Nc1nc2ccccc2n1C | -3
Cc1ccc(C(=O)CCC(=O)OCC(=O)Nc2nnc(-c3ccccc3)o2)cc1 | 2
COc1cc(C(C(=O)NC2CCCCC2)N(C(=O)c2cnccn2)c2ccccc2)cc(OC)c1OC (stereo not given) | -1
C[C@H](NC(=O)c1nc[nH]c1C(=O)NCC(=O)OC(C)(C)C)c1ccccc1 | 1
COc1cccc(CNC(=S)Nc2cc(C)cc(C)c2)c1 | -2
CN(C)CCCN(Cc1ccccc1)C(=S)NCc1ccccc1 | 4
COC(=O)C1=CN(C(C)c2ccccc2)C=C(C(=O)OC)C1c1cc(OC)c(OC)c(OC)c1 (stereo not given) | -8
COc1ccc(CNC(=O)C2CCCN2C)cc1OC (stereo not given) | 2

Screens: PubChem BioAssay, The Scripps Research Institute Molecular Screening Center

Some of the compounds tested; count on the stated rates, not on these rows.
